High-throughput results from PubChem BioAssay.
Peg3 prom inh: reduces Peg3 promoter-driven luciferase expression in HeLa; AID 588405; 360,000 tested, 1.7% active; inhibition, % at 20 µM; HeLa PEG-Prom luciferase reporter, luminescence, overnight;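 active means inhibition of at least 50% at 20 µM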
iPSC survival up: enhancers of human iPSC single-cell survival; survival enhancement, % at 20 µM; 360,000 tested, 0.044% active; hiPSC single-cell survival, ATPlite luminescence; 100% = ROCK inhibitor wells, 0% = DMSO; in the data active means survival enhancement above about 18%;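 further: cells exposed to compounds for 16 hours before the ATP read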
CF NFkB inh: inhibitors of cystic fibrosis induced NF-kB; KKLEB NF-kB-GFP reporter, PAF-induced, GFP fluorescence overnight; inhibition, % at 5 µM; 360,000 tested, 0.86% active;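 active means at least 50% inhibition at 5 µM, scaled per plate between neutral and stimulator controls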;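 further: PAF is a Pseudomonas aeruginosa culture filtrate used as stimulus; plate controls were PAF-stimulated DMSO wells for no effect and unstimulated DMSO wells for full effect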
C8 TRAIL sens: sensitizes caspase-8 expressing cells to TRAIL; NB7+C8 cells + TRAIL, ATPlite viability luminescence; inhibition (viability loss, TRAIL sensitization), % at 10 µM; 360,000 tested, 1% active;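 active means compounds causing at least 50% loss of cell viability in the single-dose screen, relative to plate controls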
NR2E3 ag-1: activates human NR2E3 receptor | Q9Y5X4 | CHO-S Gal4-NCOR/VP16-NR2E3 two-hybrid, luciferase | inhibition of corepressor binding, % at 3.98 µM | 360,000 tested, 0.35% active | AID 602229;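 active means inhibition above the mean of all tested compounds plus 3 SD, cut at about 70% in these data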;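 further: 0% = DMSO with NR2E3 transfected cells and 100% = cells lacking NR2E3 construct; higher means lower luciferase signal from less NR2E3 corepressor binding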
Target sequence (Q9Y5X4 whole entry, looked up, the tested form may be a part): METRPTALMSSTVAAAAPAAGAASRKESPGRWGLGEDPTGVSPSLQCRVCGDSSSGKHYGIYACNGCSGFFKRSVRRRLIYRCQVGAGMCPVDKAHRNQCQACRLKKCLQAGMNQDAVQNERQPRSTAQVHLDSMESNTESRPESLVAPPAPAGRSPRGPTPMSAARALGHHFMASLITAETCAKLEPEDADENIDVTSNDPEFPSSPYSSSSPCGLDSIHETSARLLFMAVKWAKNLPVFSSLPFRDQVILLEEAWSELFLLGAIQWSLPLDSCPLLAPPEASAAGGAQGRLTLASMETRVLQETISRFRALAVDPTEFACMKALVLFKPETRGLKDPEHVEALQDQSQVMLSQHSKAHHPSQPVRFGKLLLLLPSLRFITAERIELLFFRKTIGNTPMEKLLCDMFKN
KKLEB cytotox: reduces viability of KKLEB cystic fibrosis airway cells | KKLEB CF airway cells viability, ATPlite luminescence, overnight; stronger effect = lower value; cells stimulated with P. aeruginosa culture filtrate | activity change (cytotoxicity), % at 5 µM | 360,000 tested, 0.36% active | AID 602141;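 active means corrected activity change at or below -50% at 5 µM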
HIF-2a inh: inhibitors of HIF-2a; 360,000 tested, 0.72% active; inhibition, % at 18.8 µM; 786-0 RCC cells HIF-2a reporter, luciferase luminescence, overnight;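 active means inhibition of the luminescence signal of 40% or more relative to plate controls, in a single-dose primary screen at 18.75 µM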
NR2E3 ag-2: agonists of human nuclear receptor NR2E3; GST-NR2E3/biotin-RetCOR TR-FRET, 1536-well; Q9Y5X4; inhibition of corepressor binding, % at 4.78 µM; 320,000 tested, 0.12% active; AID 2300;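 active means percent inhibition above the cutoff of mean plus 3 SD of all tested compounds, set per screening campaign, cut at about 20% in these data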;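 further: 0% = DMSO wells and 100% = biotin wells as full block of FRET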
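Material – GST-tagged NR2E3 plus biotinylated RetCOR corepressor · Quantity – NR2E3 fusion 1.35 nM · Times – 5 h incubation at 4 °C · Medium – pH 7.5 Tris-based buffer · Technique – TR-FRET, Eu(K)-anti-GST donor, streptavidin-D2 acceptor, ex 340, em 617/671 nm · Benchmarks – high control biotin, low control 0.6% DMSO · Format – 1536-well plates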
MITF TRPM1 inh: inhibitors of MITF-driven TRPM1 promoter in melanoma cells. SK-MEL-5 TRPM1 promoter luciferase, 24 h. inhibition, % at 12.5 µM. 330,000 tested, 0.83% active. AID 488899;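 active means mean inhibition across replicates of 60% or more, whatever share of single replicates reaches that level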; further: values of inactives mirror those of a sister screen read the other way
LMP1 NFkB inh: Epstein-Barr LMP1 NF-kappaB reporter inhibition | LMP1-induced NF-kappaB luciferase reporter cells, luminescence | inhibition, % at 12.5 µM | 350,000 tested, 0.69% active | AID 504558; in the data active means inhibition above about 41%;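 further: 0% = neutral control wells and 100% = reference inhibitor control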
Shn3 3UTR inh: inhibitors of Schnurri-3 3'UTR reporter in osteoblasts. Clone20 osteoblast Shn3 3'UTR firefly luciferase, 24 h. inhibition, % at 12.5 µM. 360,000 tested, 0.52% active. AID 588674;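 active means mean inhibition of at least 75% with every replicate also reaching 75%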;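 further: 0% = median of neutral control wells and 100% = pilot-screen positive control compound; some compounds past the cut are filed as inactive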
An asterisk follows results filed as active; / = no result given. The list is partial; count on the stated rates, not on these rows.

nr	mol	Peg3 prom inh	iPSC survival up	CF NFkB inh	C8 TRAIL sens	NR2E3 ag-1	KKLEB cytotox	HIF-2a inh	NR2E3 ag-2	MITF TRPM1 inh	LMP1 NFkB inh	Shn3 3UTR inh
1	CN1CCN(S(=O)(=O)c2cccc(C(=O)Nc3ccccc3N3CCOCC3)c2)CC1	13	-0.2	2	-8	-14	-3	11	-1	-1	0	-5
2	CC1CC(=O)N(c2ccc(N(C)Cc3ccccc3)c([N+](=O)[O-])c2)C1=O (stereo unspecified)	5	0.4	-10	10	-3	16	4	5	1	1	-4
3	COc1ccc(C(NC(=O)CC(C)C)c2c(O)ccc3ccccc23)cc1 (stereo unspecified)	37	-0.7	9	-5	0	-4	25	1	-7	3	12
4	CN(C)c1cccc(NC(=O)C2Cc3c(-c4ccc(Cl)cc4)ccnc3O2)c1 (stereo unspecified)	22	4.2	-12	-4	-7	-12	17	/	/	/	9
5	COC(=O)Cn1nc(-c2ccc(C)cc2)c2ccccc2c1=O	6	0.3	-6	-5	-9	-20	12	3	12	-10	19
6	COc1ccc2oc(C(=O)OCC(=O)N(C)c3ccccc3)c(C)c2c1	-39	0.8	16	-5	-19	-6	-41	-3	-14	-1	-19
7	O=C(Nc1cc(C(F)(F)F)ccc1Cl)C(=O)N1CCCCC1	-3	1.5	-13	-4	-9	7	23	0	4	-1	-9
8	Brc1ccc(-c2nc3ccccc3s2)s1	-392	-0.5	3	24	-114	1	-227	3	-31	-52	-79
9	Cn1nccc1C(=O)N1CCCC(C(=O)c2ccc(Oc3ccccc3)cc2)C1 (stereo unspecified)	-17	0.9	30	8	2	-3	-9	-2	2	5	23
10	CC(C)(C)C(=O)NC(=S)N1CCOCC1	-4	1.9	18	-3	2	7	9	1	-4	-7	4
11	CC(C)(C)c1ccc(S(=O)(=O)CC(O)CSc2nc3c(cc2C#N)CCCC3)cc1 (stereo unspecified)	25	4.8	-14	2	-12	2	4	5	8	-4	13
12	Cc1cccc(N2CCN(C(=O)C3CCCN(S(=O)(=O)c4cnc[nH]4)C3)CC2C)c1 (stereo unspecified)	9	1.2	9	-7	1	-8	6	2	0	-2	12
13	N#Cc1ccsc1NC(=O)CN1CCN(c2ccc(O)cc2)CC1	-2	-1.1	-6	-6	-5	0	-19	2	3	6	-17
14	O=S(=O)(Nc1cccc(-c2ccc3nncn3n2)c1)c1ccccc1F	-10	-0.3	13	-13	24	-3	-10	5	0	4	12
15	CCOc1ccc(NC(=S)Nc2cccc3ccccc23)cc1	-53	0.0	3	8	-44	5	-124	-4	-15	-11	-51
16	Cc1ccc(-c2nnc(NCc3nc4ccccc4[nH]3)c3ccccc23)cc1S(=O)(=O)N1CCCCC1	16	0.7	-9	1	-3	-20	9	-3	15	13	24
17	COc1ccc2[nH]c(=O)c(CN(Cc3ccco3)Cc3nnnn3Cc3ccccc3)cc2c1	21	0.9	-13	-4	-17	15	-1	0	2	-1	12
18	Cc1ccc(-n2cc(CN3CCNC(=O)CC3)c(-c3cccc(C)c3)n2)cc1	-15	-0.5	-8	-5	-34	-4	-39	-2	-18	0	-9
19	CCCN(CCC)S(=O)(=O)c1ccc(C(=O)Nc2c(C)n(C)n(-c3ccccc3)c2=O)cc1	8	-0.4	-4	-4	-4	12	15	-1	5	3	6
20	CC(=O)NC1C(Oc2ccccc2C)OC(CO)C(O)C1O (stereo unspecified)	18	0.8	19	-20	-21	-4	15	-3	-1	-1	8
21	CC1CCc2c(sc3ncnc(SCC(=O)c4ccccc4)c23)C1 (stereo unspecified)	-151	-0.6	-12	-7	-25	2	-70	2	-36	-17	-21
22	CC(Sc1n[nH]c(-c2ccccc2)n1)C(=O)c1c(N)n(C)c(=O)n(C)c1=O (stereo unspecified)	-15	-0.4	-10	6	-1	6	-5	0	-15	0	0
23	Nc1ccn([C@@H]2O[C@H](CNCc3cccc4c3sc3ccccc34)[C@@H](O)[C@H]2O)c(=O)n1	17	-0.8	-28	1	7	9	10	/	/	-6	-1
24	CC1(C)CCC[C@]2(C)[C@H]3Cc4cc(O)ccc4O[C@]3(C)CC[C@@H]12	-14	-1.4	37	1	-23	-24	-4	/	-9	-8	18
25	Cc1nc2cc3c(cc2c(C)c1C(=O)OC(C)C)OCO3	-52	2.1	22	13	4	-9	-73	-3	-42	-6	-61
26	C=CCNc1nc(-c2ccccc2)c(C(=O)OCC)cc1C#N	11	0.9	14	10	-72	-11	12	2	11	-13	-9
27	Clc1ccc(-c2nc3cnccn3c2Nc2ccc3c(c2)OCO3)cc1	23	-1.3	16	17	-13	-13	8	-1	/	1	5
28	CCN1C(=O)CSC1=NC1C2CC3CC(C2)CC1C3 (stereo unspecified)	26	-3.5	20	6	-40	-8	33	2	-15	10	11
29	Cc1nc2cc(NC(=O)C3(C)CCCN(C(C)C)C3)ccc2o1 (stereo unspecified)	-2	1.5	18	-8	-7	3	-31	/	/	/	-18
30	O=C(NCCN1CCCCC1)Nc1cccc(C(F)(F)F)c1	-1	0.6	-3	10	-14	-1	-21	3	4	1	-4
31	Fc1ccc(COc2ccc(Br)cc2CNCC2CCCO2)cc1 (stereo unspecified)	7	-0.5	8	5	-8	-8	10	1	-8	-8	14
32	O=C(NNC(=O)c1cc2ccccc2cc1O)NC1CCCCC1	-18	-0.4	-101	8	-10	6	-75	/	-4	-5	-67
33	O=S1(=O)CC(NCc2ccccc2)C(Nc2ccccc2)C1 (stereo unspecified)	11	4.2	11	-19	29	-8	14	1	-3	1	0
34	C[C@H](CO)N1C[C@H](C)[C@@H](CN(C)S(C)(=O)=O)Oc2ccc(NC(=O)C3CC3)cc2C1=O	5	4.5	-9	-6	0	8	10	/	-7	5	-2
35	C=CCN1C(=O)/C(=C\C(C)=C\c2ccccc2)SC1=S	-6	-0.1	6	12	-11	4	-1	4	1	-3	-1
36	COc1cc(NC(=O)COc2cccc(C)c2C)ccc1NC(=O)c1ccco1	-25	1.3	10	4	-1	6	-21	0	-7	4	21
37	CC(C)CCN1CCN(Cc2cccn2-c2ccccn2)CC1CCO (stereo unspecified)	1	-0.6	-16	1	3	14	12	5	-7	1	8
38	CN1C[C@@H]2[C@@H]3C(=O)N(C)C(=O)[C@@H]3[C@](Cc3ccccc3)(C1=O)N2C(=O)c1ccc(F)cc1	-42	-1.8	-5	-1	-15	-7	-20	/	5	-29	-13
39	CN(C)c1cccc2c1c(NS(=O)(=O)c1cn(C)cn1)nn2C	25	0.4	-15	-7	-1	4	8	0	9	-5	3
40	COc1ccc(-c2[nH]c(-c3cccc(OC)c3)nc2SCC(=O)NC2CCCC2)cc1	36	-1.4	10	-2	-9	-12	29	1	4	-5	15
41	CN(C(=O)Cn1c(=O)oc2cc(S(=O)(=O)N3CCCC3)ccc21)C1CCCCC1	5	0.2	9	-17	7	9	11	-1	8	5	4
42	Cc1ccc(C(=O)Nc2cccc(-c3cn4ccccc4n3)c2)cc1	-133	-1.2	-3	12	-103	8	-178	4	-23	-16	-22
43	COC(=O)c1cc(NC(=O)C2COc3ccccc3O2)cc(C(=O)OC)c1 (stereo unspecified)	13	0.5	-2	-14	-19	1	6	7	3	-6	3
44	COC(=O)c1cccc(Cn2c(Cl)c(/C=N/Nc3ccccc3C)sc2=O)c1	7	6.2	2	-10	-2	10	18	1	-10	-3	16
45	CCC(=O)Oc1ccc(C(CC)C(CC)c2ccc(OC(=O)CC)cc2)cc1 (stereo unspecified)	-1	0.0	-16	-11	2	-11	1	4	20	4	-6
46	Cc1ccc(SC[C@H](c2ccccc2)N2CCN(C)CCC2=O)cc1	-152	0.2	16	0	-45	0	-223	/	-62	-1	-43
47	CCNC(=S)N(CCc1c(C)[nH]c2ccc(F)cc12)Cc1cccnc1	13	0.0	1	-3	8	6	18	-3	11	-1	12
48	CCOC(=O)c1cccc(S(=O)(=O)N2CCCC2)c1	10	1.0	-8	-7	-10	11	10	-1	5	1	-3
49	CO/N=C/C(=N\Nc1cc(OC)cc(OC)c1)C(=O)c1ccccc1	16	0.2	-15	2	-16	1	1	1	-10	0	3
50	COc1ccc(S(=O)(=O)NC2CC(C)(C)NC(C)(C)C2)c2ccccc12	-15	-0.5	39	-14	-14	-29	5	-1	-5	-2	5
51	Cc1ccc(CNc2nc3ccccc3n2C)o1	-167	0.9	-14	-1	-46	15	-155	2	-24	-32	-101
52	Cc1cccc(NC(=O)CSc2nnc(-c3ccccc3)n2N)c1	-22	1.8	-8	0	-3	1	-36	-3	2	-2	-9
53	CCCc1nc(SCC(=O)c2ccc3c(c2)NC(=O)CO3)[nH]c(=O)c1CC	-9	0.6	-18	-5	17	-30	-12	/	-7	5	-3

Taken from above:
MITF TRPM1 inh result of Cc1cccc(NC(=O)CSc2nnc(-c3ccccc3)n2N)c1 : 2
NR2E3 ag-1 result of Cc1ccc(SC[C@H](c2ccccc2)N2CCN(C)CCC2=O)cc1 : -45
